PGE2 EP2 inh: inhibitors of human EP2 prostaglandin E2 receptor | P43116 | C6 glioma cells expressing human EP2, cAMP TR-FRET; cells stimulated with saturating PGE2 | inhibition, % at 25 µM | 260,000 tested, 0.52% active | AID 1422;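 active means percent inhibition above 40 after rounding to a whole number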;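 further: rat C6 glioma host cells with rolipram phosphodiesterase inhibitor present; the protocol text gives 20 µM as final concentration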
Target sequence (P43116 whole entry, looked up): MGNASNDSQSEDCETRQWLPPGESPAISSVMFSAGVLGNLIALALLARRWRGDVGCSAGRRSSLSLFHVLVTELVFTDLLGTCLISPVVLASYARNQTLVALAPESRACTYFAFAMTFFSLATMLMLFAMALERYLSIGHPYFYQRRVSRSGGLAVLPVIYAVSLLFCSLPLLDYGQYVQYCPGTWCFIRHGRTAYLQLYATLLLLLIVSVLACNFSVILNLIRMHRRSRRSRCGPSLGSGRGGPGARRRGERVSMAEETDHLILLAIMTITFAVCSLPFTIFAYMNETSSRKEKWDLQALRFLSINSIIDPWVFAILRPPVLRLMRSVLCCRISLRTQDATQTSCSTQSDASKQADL
NPY-Y1 PAM-ag: human NPY-Y1 potentiation or agonism, primary screen. P25929. NPY-Y1 expressing cells, potentiator/agonist activation. activation, % at 3.6 µM. 220,000 tested, 0.37% active. AID 1304; in the data active means activation above about 33%, passing the limit was not always enough;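 further: cells stimulated with NPY at EC10 then isoproterenol at EC100; 0% = low agonist plus stimulus and 100% = saturating agonist plus stimulus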
TRPML3 ag: human mucolipin-3 channel agonism | Q8TDD5 | HEK293 TRPML3-YFP, Fluo-8 calcium fluorescence; 100% = the carbachol control signal | activation, % at 3 µM | 220,000 tested, 0.29% active;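 active means activation above its plate's cutoff, the mean activation of the plate's test wells plus 3 SD, cut at about 12% in these data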;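 further: 0% = DMSO only wells and 100% = carbachol wells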
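Material: TRPML3-YFP stable HEK293 cells | Dosing: One concentration, 3 µM nominal, 0.3% DMSO | Timing: 125 s total fluorescence read per well | Technique: Fluo-8 calcium dye fluorescence, ex 470-495, em 515-575 nm | Measure: Percent activation from peak-to-basal fluorescence ratio, scaled between DMSO and carbachol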
NPY-Y1 antag: antagonists of human neuropeptide Y receptor Y1; 200,000 tested, 1% active; P25929; HEK293-CNG Y1 cells, membrane potential fluorescence; NPY at EC95, then isoproterenol; AID 1040; inhibition, % at 3.6 µM;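 active means inhibition above the campaign mean inhibition of all tested compounds plus 3 SD, cut at about 20% in these data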;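 further: 0% = DMSO wells given NPY plus isoproterenol and 100% = isoproterenol alone without NPY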
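Benchmarks – high control isoproterenol alone, low control NPY with isoproterenol · Material – HEK293 Y1/CNG channel cell line · Times – dye 3 h, compound 60 min room temperature, stimulation 45 min · Probe or stimulus – NPY (25 nM), isoproterenol (1 µM), Ro 20-1724 (25 µM) · Evaluation – % inhibition of NPY effect · Signal – fluorescence, membrane potential probe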
14-3-3 Bad PPI: disrupts binding of bovine 14-3-3 zeta to phospho-Bad peptide. inhibition, % at 21.7 µM. TR-FRET 14-3-3zeta/Dy647-pBad peptide displacement, 1 h. 220,000 tested, 0.71% active;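 active means inhibition above about 70%, limit read from the data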;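 further: 0% = full 14-3-3 plus peptide FRET controls and 100% = background without 14-3-3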
Target sequence (P63103 whole entry, looked up): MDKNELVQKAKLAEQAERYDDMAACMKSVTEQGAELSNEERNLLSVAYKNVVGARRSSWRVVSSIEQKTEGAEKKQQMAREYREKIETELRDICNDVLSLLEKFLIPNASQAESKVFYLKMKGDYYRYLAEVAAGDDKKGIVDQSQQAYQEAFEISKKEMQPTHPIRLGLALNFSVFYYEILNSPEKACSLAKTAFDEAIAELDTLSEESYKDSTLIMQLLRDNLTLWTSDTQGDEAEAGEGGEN
PPC-1+TRAIL kill: PPC-1 cancer cell killing with TRAIL present; cell killing (% activity), % at 4 µM; PPC-1 cells + TRAIL, ATPLite viability luminescence; 220,000 tested, 0.41% active; AID 1443;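 active means cell killing above 50% in the first pass at 4 µM, then a duplicate retest at 5 µM averaging 50% or more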;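 further: plate controls were cells with TRAIL plus DMSO for no effect and medium-only wells lacking cells for full effect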
CHOP inhibitor: CHOP inhibition in unfolded protein response | CHO-K1 CHOP-promoter luciferase, tunicamycin-induced, 15-18 h | inhibition, % at 10 µM | 220,000 tested, 3.8% active;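 active means compounds that reduced the stress-induced luciferase reporter signal by more than about 70% of percent inhibition, limit read from the data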;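 further: 0% = tunicamycin plus vehicle and 100% = wells without tunicamycin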
EP2 mod: EP2 receptor (human) modulation; EP2-expressing cells, cAMP HTRF FRET, PGE2 co-stimulation; P43116; 260,000 tested, 0.83% active; induction, % at 25 µM;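 active means compounds whose cAMP rise, as percent of the full-agonist control response, exceeds 60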;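 further: rat C6 glioma line stably carrying human EP2 under a CMV promoter; the protocol text gives 20 µM as final concentration; 100% = response of wells given 1 µM PGE2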
zfTRPN1 agonist: zebrafish TRPN1 (NompC) channel agonism | activation, % at 3 µM | 220,000 tested, 0.18% active | AID 1424 | HEK293 zebrafish TRPN1-YFP, Fluo-8 calcium fluorescence; 100% = response to 87 µM carbachol;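 active means activation above its plate's cutoff, the mean activation of test wells on that plate plus 3 SD, cut at about 19% in these data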;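 further: 0% = DMSO alone and 100% = 87 µM carbachol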
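Material – zebrafish TRPN1-YFP in HEK293 cells · Doses – 3 µM single point · Schedule – dye 1 h 37 °C plus 30 min RT · Signal – Fluo-8 calcium fluorescence, excitation 470-495 nm, emission 515-575 nm · Read-out – % activation versus carbachol response · Control set – carbachol high, DMSO low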
Starred values were filed as active, the others as inactive; . = not tested or not shown; & = joins results of further samples; [ ] = remark or other dose. Some of the compounds tested (hit frequency here may not be typical).

Values in the order: PGE2 EP2 inh	NPY-Y1 PAM-ag	TRPML3 ag	NPY-Y1 antag	14-3-3 Bad PPI	PPC-1+TRAIL kill	CHOP inhibitor	EP2 mod	zfTRPN1 agonist
> O=C(NNC(=S)NCCc1ccccc1)c1ccc(Br)s1
 : 5	-15	0.2	-1	-15	18	18	-22	-0.3
> COC(=O)c1ccccc1NC(=O)c1sc(N)nc1C
 : 8	21	-0.2	-5	0	23	8	0	0.1
> CCN(CC)CCN1C(=O)C(=O)/C(=C(/O)c2ccncc2)C1c1ccccc1F (configuration not stated)
 : 9	7	0.7	-3	4	16	13	0	1.9
> O=C(Nc1cc(-c2ccccc2)[nH]n1)c1ccc(Cl)cc1
 : 4&5	5&9	1.4&1.2	.	5&1	13&17	0&4	-3&-16	1.6&-1.3
> CCOC(=O)c1ccc2c(c1)n(CC)c(/C=C/N(C)c1ccccc1)[n+]2CC
 : 8	-9	0.2	5	0	20	13	-25	-0.5
> O=C(c1ccccc1)c1c2c(cc3sc4ccccc4[n+]13)-c1cccc3cccc-2c13
 : -1	35	1.9	-7	-7	14	82*	0	4.5
> COP(=O)(OC)c1nc(-c2cccc3ccccc23)oc1NCCc1ccccc1
 : 7	-9	-0.2	7	-14	2	50	46	-1.7
> CCc1ccc(NC(=O)c2noc3c2CCCCC3)cc1
 : .	7	0.6	-7	-6[fluorescence artefact?]	6	-35	22	0.7
> O=C(NCCN1CCCCCC1)c1ccc(N2CCCC2=O)cc1
 : 12	-25	1.2	2	-13	12	19	-10	0.5
> Cc1ccc(C(=O)C(C)OC(=O)c2n[nH]c(=O)c3ccccc23)cc1 (configuration not stated)
 : 11	-35	-0.6	5	-5	-18	27	2	-2.0
> NCCSc1c(-c2ccc(F)cc2)[nH]c2ccccc12
 : 18	9	1.3	.	-13	2	34	-56	-0.3
> Cc1cccc(OCCCC(=O)Nc2nccs2)c1C
 : 0	-29	0.9	.	-2	10	42	-9	0.8
> CC1Cc2ccccc2N1c1nc(C2CC2)nc2c1nnn2Cc1ccccc1 (configuration not stated)
 : 19	-16	0.9	5	-2[fluorescence artefact?]	-2	14	38	0.5
> COc1ccccc1/C=C(\NC(=O)c1ccc(OC)c(OC)c1)C(=O)Nc1ccc([N+](=O)[O-])cc1
 : 11	-34	-0.7	4	-22	8	9	6	0.5
> COc1cc(C(CCN2CCOCC2)c2c(OC)cc(OC)c3c(C)cc(=O)oc23)cc(OC)c1OC (configuration not stated)
 : 12	.	.	.	2	9	0	-4	.
> Cc1ccc(C(=O)CSc2nc(N)cc(=O)[nH]2)cc1
 : 14	-6	0.1	4	-9	6	1	27	-1.0
> COc1ccc(NC(=O)c2cc3ccccc3o2)cc1
 : 13	10	0.0	0	-1	40	5	-4	-1.3
> CC(C)(C)NC(=O)C(c1ccccn1)N(C(=O)C1CSC(=O)C1)c1cccc(F)c1 (configuration not stated)
 : 6	15	1.1	0	0	6	4	11	-0.4
> O=C1C2C3C=CC(C3)C2C(=O)N1Cc1ccc(CN2C(=O)C3C4C=CC(C4)C3C2=O)cc1 (configuration not stated)
 : 22	-13	3.3	0	-30	4	27	-23	4.2
> CCN(CC)S(=O)(=O)c1ccc(-c2ccc(S(=O)(=O)N(CC)CC)cc2)cc1
 : 11	6	-0.4	-3	-9	13	59	-2	-0.5
> COc1cnc(-c2ccccn2)[nH]c1=O
 : 16	11	0.3	4	9	-10	20	11	-0.3
> CCCC(=O)Nc1nnc(C2CCCO2)s1 (configuration not stated)
 : 9&12	11	0.8	-2	9	12	7	-2&14	1.1
> Cn1cc2cccc([N+](=O)[O-])c2n1
 : 7	3	0.7	4	-1	-3	-4	-14	1.3
> CCCNC(=O)c1noc2c1CCc1cc(OC)ccc1-2
 : 9	1	0.7	-2	8	44	-11	-29	-1.1
> Cc1cnc(C(=O)OCC(=O)N2CCN(C(=O)c3ccco3)CC2)cn1
 : 11	16	0.6	-2	3	10	-9	33	-0.1
> O=C(Nc1ccc(Cl)c(Cl)c1)Nc1ccc([N+](=O)[O-])cn1
 : 13	21	1.1	.	63	17	-16	-34	2.3
> CC(=O)C1C(c2ccc([N+](=O)[O-])cc2)C2C(C)=NN=C2CC1(C)O (configuration not stated)
 : 7	-3	0.5	.	4	12	-4	13	2.1
> Cn1c(=O)c2cn3ncccc3c2n(C)c1=O
 : 2	-2	-0.5	-5	3	25	1	-9	0.1
> O=C(Cn1nnc(-c2ccccc2)n1)OCc1ccccc1
 : 6	-21	-1.0	4	-2	12	76*	28	-2.2
> COc1ccccc1-n1c(-c2cc(-c3ccco3)[nH]n2)n[nH]c1=S
 : 16	-17	1.0	.	3	-16	-8	0	0.7
> Cc1sc2nc(CSc3nc4ccccc4c(=O)n3CCCN3CCOCC3)[nH]c(=O)c2c1C
 : 4	-26	-0.3	2	6	6	27	15	1.1
> CCC(C)S(=O)(=O)c1snnc1C (configuration not stated)
 : 16	-4	0.5	3	3	-10	2	8	-0.4
> COc1ccccc1NS(=O)(=O)c1cc(NC(=O)c2ccncc2)ccc1N1CCOCC1
 : 12	-13	0.3	0	7[fluorescence artefact?]	24	-33	-24	0.5
> CCOC(=O)c1c(N)sc2c1CCCC2=O
 : 11	9	-0.9	.	2	-14	5	23	-1.9
> O=C1C2C3C=CC(C4CC34)C2C(=O)N1c1nccs1 (configuration not stated)
 : 0	8	-0.3	0	10	1	6	10	0.2
> Cc1cc(N2CCc3ccccc32)n2ncnc2n1
 : 5	-7	-0.9	-1	.	.	.	.	-0.8
> CC(C)CNC(=O)NC(=O)COC(=O)C1CSC2(c3ccc(F)cc3)CCC(=O)N12 (configuration not stated)
 : 10	8	0.9	-8	-6	6	30	-25	-0.1
> Cc1cccc(OCCC(=O)Nc2nnc(C)s2)c1
 : 7	-18	-0.2	4	-10	2	9	-35	0.3
> COCCNCCCOc1ccc(C(C)(C)c2ccccc2)cc1
 : 3	-13	0.7	6	9	24	17	16	0.4
> COc1ccc(CCNC2CC(=O)N(C)C2=O)cc1OC (configuration not stated)
 : 7	-25	0.9	1	3	1	40	19	0.7
> CSc1nccc(Nc2ccccc2)c1C#N
 : 13	5	-0.8	-1	3	-6	50	12	-2.0
> CCOC(=O)CNC=C(C(=O)OCC)C(=O)OCC
 : 13	7	1.0	5	6	4	-15	27	0.1
> COc1cc(/C=C(\C#N)c2nc3ccccc3s2)cc([N+](=O)[O-])c1O
 : 7	17	2.7	0	28	-15	-1	-61	7.8
> CC1CCc2nc(N)c(C#N)c(-c3ccncc3)c2C1 (configuration not stated)
 : 10	15	0.6	-3	.	15	.	.	1.7
> O[C@@H](CNC[C@H](O)c1ccccc1)c1ccccc1
 : 7	-8	0.1	-2	22	6	-1	17	-0.3
> Cc1nn(-c2ccccc2)c(C)c1/C=N/NC(=O)c1cc(C2CC2)[nH]n1
 : 33	-11	-0.2	-3	7	15	25	49	1.3
> N#CC1=C(N)N(c2ccc(Br)cc2)C2=C(C(=O)CCC2)C1c1cccnc1 (configuration not stated)
 : .	-1	0.7	-3	12[fluorescence artefact?]	9	9	14	-0.7
> CC(C(=O)O)C1SC(=O)NC1=O (configuration not stated)
 : 8	13	0.4	-3	-12[fluorescence artefact?]	17	-1	7	1.0
> Cc1ccc(OCCNC(=O)c2cncc(Br)c2)cc1C
 : 26	-12	-0.3	8	-2	18	6	-21	0.0
> CC(=O)[C@H]1[C@@H]2C(=O)N(c3cccc(Cl)c3)C(=O)[C@@H]2[C@H]2c3ccccc3C=CN21
 : 12	-18	0.9	14	33	16	-28	36	4.6
> O=C1c2ccccc2C(O)N1c1ccc(Cl)cc1 (configuration not stated)
 : 11	-14	0.1	2	4	26	37	-5	-0.1
> COCCOC(=O)C1=C(C)Nc2nc(C)nn2C1c1ccccc1 (configuration not stated)
 : 4	0	-0.1	1	5	12	-11	11	0.1
> CS/C(=C\[N+](=O)[O-])Nc1ccc(OC(F)(F)F)cc1
 : 4	9	0.7	8	-11	9	18	-14	0.6
> Cc1ccccc1OCCOc1ccc([N+](=O)[O-])cc1/C=N/n1cnnc1
 : 4	-5	0.7	0	-22	2	1	-9	-1.4
> C=CC1C(N2CCOCC2)C(C)(C)S1(=O)=O (configuration not stated)
 : 10	1	0.3	-5	4	-7	-9	17	1.3
> O=C(NCCOC(=O)c1ccncc1)c1ccccc1
 : 12	8	0.7	4	-9[fluorescence artefact?]	17	36	-5	1.0
> CCc1nc(SCC(=O)N2CCOCC2)c2c(=O)n(C)c(=O)n(C)c2n1
 : 10	-2	0.7	1	-2	9	1	-2	2.0

Single records, from the list above. Order of screens: PGE2 EP2 inh | NPY-Y1 PAM-ag | TRPML3 ag | NPY-Y1 antag | 14-3-3 Bad PPI | PPC-1+TRAIL kill | CHOP inhibitor | EP2 mod | zfTRPN1 agonist
`Cc1cc(N2CCc3ccccc32)n2ncnc2n1` is entered as 5 | -7 | -0.9 | -1 | . | . | . | . | -0.8
`C=CC1C(N2CCOCC2)C(C)(C)S1(=O)=O` (configuration not stated) is entered as 10 | 1 | 0.3 | -5 | 4 | -7 | -9 | 17 | 1.3

High-throughput results as filed in PubChem.
